# JMJD2A Tudor = blocks the human JMJD2A Tudor domain; actives 4.4% (n = 390,000); Potency, µM (highest dose often 114 µM), for inactives: at the highest dose activity change, negative = inhibition, hits mostly inhibitors; O75164; AlphaScreen JMJD2A-Tudor / H3K4me3 peptide binding; note: % is set by controls: 0 for no effect and ±100 for the full control effect; nearly all actives have a fitted effect of over 50% in size
# Target sequence (O75164 whole entry, looked up, the tested form may be a part): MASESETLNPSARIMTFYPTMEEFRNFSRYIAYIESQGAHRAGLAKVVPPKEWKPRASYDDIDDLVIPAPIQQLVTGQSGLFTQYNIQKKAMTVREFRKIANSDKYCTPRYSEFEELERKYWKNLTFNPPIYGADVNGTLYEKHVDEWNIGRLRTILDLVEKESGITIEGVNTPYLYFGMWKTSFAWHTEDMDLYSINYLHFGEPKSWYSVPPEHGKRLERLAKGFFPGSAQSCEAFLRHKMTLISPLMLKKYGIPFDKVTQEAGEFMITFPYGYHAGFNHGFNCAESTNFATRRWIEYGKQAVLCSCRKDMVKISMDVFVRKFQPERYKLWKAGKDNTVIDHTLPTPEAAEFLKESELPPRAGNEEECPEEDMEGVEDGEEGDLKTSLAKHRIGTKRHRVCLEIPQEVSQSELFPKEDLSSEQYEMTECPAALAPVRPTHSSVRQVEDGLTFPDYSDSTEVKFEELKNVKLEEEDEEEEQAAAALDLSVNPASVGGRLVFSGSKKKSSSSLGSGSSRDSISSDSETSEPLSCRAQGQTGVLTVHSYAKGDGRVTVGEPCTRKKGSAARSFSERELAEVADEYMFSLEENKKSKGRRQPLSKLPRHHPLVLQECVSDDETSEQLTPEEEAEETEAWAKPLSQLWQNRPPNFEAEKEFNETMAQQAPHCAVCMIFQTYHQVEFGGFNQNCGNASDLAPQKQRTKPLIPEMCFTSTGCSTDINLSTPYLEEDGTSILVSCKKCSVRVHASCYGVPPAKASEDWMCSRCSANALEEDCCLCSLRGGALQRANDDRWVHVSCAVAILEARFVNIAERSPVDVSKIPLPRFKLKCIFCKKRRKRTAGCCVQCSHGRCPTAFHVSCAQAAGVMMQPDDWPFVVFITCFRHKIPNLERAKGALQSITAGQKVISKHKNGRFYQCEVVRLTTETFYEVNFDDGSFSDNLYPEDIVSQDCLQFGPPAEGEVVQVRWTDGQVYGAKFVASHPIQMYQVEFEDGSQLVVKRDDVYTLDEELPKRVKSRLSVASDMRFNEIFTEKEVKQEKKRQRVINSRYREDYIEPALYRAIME
# Pol beta inh = blocks human DNA polymerase beta activity; AID 485314; Potency, µM (series often up to 114 µM), without a hit: at the highest dose activity change, negative = inhibition, most hits filed as inhibitors; P06746; actives 1.3% (n = 340,000); Pol beta primer extension/strand displacement, fluorescence kinetic; note: % is set by controls: 0 for no effect and ±100 for the full control effect
#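 Homogeneous kinetic assay of primer extension and strand displacement by 10 nM Pol beta, preincubated 15 min at room temperature with compound before 50 nM substrate (final) was added. Read at 0 and 10 min; four-parameter Hill fit.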
# BLM inh = blocks DNA unwinding by human BLM helicase | P54132 | recombinant BLM DNA unwinding, fluorescence dequenching | Potency, µM (series often up to 56.1 µM), for the others: at the highest dose activity change, negative = inhibition, actives largely listed as inhibitors | actives 0.2% (n = 350,000) | AID 2528;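 note: plate controls were vehicle for no effect and no enzyme for full effect; nearly all actives have a fitted effect of over 35% in size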
# G9a block = inhibitors of human histone lysine methyltransferase G9a. G9a H3K9 monomethylation, AlphaScreen, 2 h. Potency, µM (series often up to 102 µM), for the others: at the top dose activity, negative = inhibition, most hits filed as inhibitors. actives 8.8% (n = 350,000); note: % is set by controls: 0 for no effect and ±100 for the full control effect; nearly all actives have a fitted effect of over 75% in size
#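 Signal arises when biotinylated H3K9 peptide, once monomethylated, bridges streptavidin donor and antibody-captured acceptor beads. Enzyme at 20 nM was preincubated 15 min with test compounds; peptide 500 nM and SAM 20 uM then reacted for 2 h.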
# BAZ2B block = inhibitors of human BAZ2B bromodomain. AlphaScreen BAZ2B-H3K14Ac peptide displacement. Q9UIF8. AID 504333. actives 4.4% (n = 360,000). Potency, µM (series often up to 114 µM), inactives show at the top dose activity change, negative = inhibition, usual class: inhibitors; note: % is set by controls: 0 for no effect and ±100 for the full control effect; nearly all actives have a fitted effect of over 60% in size
#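 BAZ2B (50 nM) with biotin-H3(5-23)K14Ac peptide (50 nM) in PBS pH 7.4, 0.01% Tween-20, preformed 30 min, then compound 30 min at room temperature; top concentration 110uM. AlphaScreen streptavidin donor/nickel chelate acceptor beads (10 ug/mL final), 20 min dark, signal read.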
# POLK inh = DNA polymerase kappa (human) inhibition; purified Pol kappa, fluorescent DNA synthesis assay, 10 min; Potency, µM (highest dose often 107 µM), inactives show top-dose activity, negative = inhibition, usual class: inhibitors; actives 0.53% (n = 400,000); AID 588579; note: % is set by controls: 0 for no effect and ±100 for the full control effect
#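 Enzyme at 10 nM met test compounds for 15 min at room temperature. Substrate addition (50 nM final) began the reaction, which was monitored by fluorescence at 0 and 10 min.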
# POLI inh = blocks human DNA polymerase iota activity. Pol iota fluorescent replication assay, 10 min. Q9UNA4. actives 1% (n = 390,000). Potency, µM (top dose mostly 115 µM), without a hit: at the highest dose activity, negative = inhibition, actives largely listed as inhibitors
#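 Pol iota at 10 nM preincubated 15 min with compounds at room temperature; reaction started with fluorescent substrate, 50 nM final. Fluorescence read kinetically at 0 and 10 min; buffer-only wells as negative control.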
# Pol eta inh = blocks human DNA polymerase eta activity. Q9Y253. Potency, µM (titrated, usually from 114 µM), for the others: at the top dose activity change, negative = inhibition, hits mostly inhibitors. recombinant Pol eta, fluorescent DNA replication assay. actives 1.2% (n = 390,000); note: % is set by controls: 0 for no effect and ±100 for the full control effect
#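 Fluorescent replication assay: 50 nM final substrate added after a 15 min room-temperature compound preincubation with 10 nM enzyme. Signal taken at 0 min and again at 10 min.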
# APEX1 inh = APE1 (human) endonuclease inhibition | P27695 | actives 0.35% (n = 350,000) | recombinant APE1, TAMRA/BHQ-2 abasic DNA cleavage fluorescence | Potency, µM (doses to about 65.8 µM), for inactives: at the highest dose activity change, negative = inhibition, most hits filed as inhibitors;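 note: plate controls were vehicle for no effect and reference inhibitor for full effect; nearly all actives have a fitted effect of over 55% in size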
#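 Endonuclease cleavage of a quenched abasic-site DNA duplex (50 nM) by APE1 (0.75 nM) was tracked by TAMRA dequenching. Compounds were preincubated with enzyme 15 min at room temperature; data normalized to buffer-only and DMSO wells plus NSC13755 control.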
# * = called active by the depositor; u = inconclusive; x = not tested or not shown; [ ] = dose if it differs, or a comment. Calls come from the whole dose curve; as a rule, active = well fitted curve in the direction sought with a large enough effect; inconclusive = small, poorly fitted or top-dose-only effect, or another doubt; inactive = no such curve, though single readings can be large; an effect the other way counts as inactive or inconclusive. Potency is the fitted concentration of half-maximal effect. An excerpt; count on the stated rates, not on these rows.
# Each structure is followed by: JMJD2A Tudor	Pol beta inh	BLM inh	G9a block	BAZ2B block	POLK inh	POLI inh	Pol eta inh	APEX1 inh
CC(=O)N1CCCC1c1nc2ccccc2n1Cc1cccc(C)c1 (stereo not given)
→ -12%	-10%	-1%	u	-2%	-12%	17%	-15%	x
CS(=O)(=O)N1CCCCC1CCN1CCCCC1 (stereo not given)
→ -9%	x	x	x	x	-11%	77%[activator]	6%	x
O=C(COC(=O)CNC(=O)c1ccc(Br)cc1)NCCC1=CCCCC1
→ -22%	11%	-3%	8%	4%	1%	-3%	-2%	-3%
CC(=O)C(Cc1ccccc1)NC(=O)CN(C)Cc1ccccc1Cl (stereo not given)
→ -12%	1%	-4%	u	-38%	1%	5%	-19%	42%[activator]
CCOc1ccccc1OCCCC(=O)N(CC)CC(=O)Nc1c(F)cccc1F
→ -4%	x	x	-1%[12.7 µM]	1%	-9%	-5%	-13%	18%
CCCCCCCC(=O)NC1=NC(=O)C(C)(C)S1
→ -15%	3%	0%	9%	0%	-13%	6%	-12%	6%
CC1CC(N(C(=O)c2ccco2)c2ccccc2)c2ccccc2N1C(=O)c1ccco1 (stereo not given)
→ -32%	4%	-4%	-37%[59 µM]	-3%	-9%	4%	-5%	2%
COCCCNC(=O)CCc1nc2cccnc2n1Cc1ccc(OC)cc1
→ -6%	12%	-2%	22%[12.7 µM]	-4%	-20%	-2%[58.9 µM]	-1%	0%
CCOC(=O)C1(Cc2ccccc2)CCCCCC1=O (stereo not given)
→ 30%	x	x	x	x	-6%	-1%	-9%	x
O=S(=O)(c1cccc(Cl)c1)N1CCSc2ccccc21
→ 52%[activator]	x	x	19%[12.7 µM]	69%[activator]	7%	u	-15%	-9%

# Continued (2 carried over from the part before).
# Each structure is followed by: JMJD2A Tudor	Pol beta inh	BLM inh	G9a block	BAZ2B block	POLK inh	POLI inh	Pol eta inh	APEX1 inh
CCOC(=O)C1(Cc2ccccc2)CCCCCC1=O (stereo not given)
→ 30%	x	x	x	x	-6%	-1%	-9%	x
O=S(=O)(c1cccc(Cl)c1)N1CCSc2ccccc21
→ 52%[activator]	x	x	19%[12.7 µM]	69%[activator]	7%	u	-15%	-9%
COc1ccc(-n2nc(C(=O)NCC(=O)Nc3cccc(Cl)c3)c3ccccc3c2=O)cc1
→ -6%	8%	-4%	22%	-10%	8%	13%	-14%	-3%
CCCn1c(CN2CCN(C(=O)OCC)CC2)nc2cc(NC(C)=O)ccc21
→ -2%	49%	-11%	17%[0.501 µM]	-2%	3%	u	-4%	-12%
CN(C(=O)CSc1ccccc1C(=O)O)C1CCCCC1
→ -12%	22%	0%	-20%	-11%	-1%	8%	1%	16%
CCCCN(Cc1ccc(C(=O)N[C@H](C(=O)O)C(C)C)cc1)C(=O)C(c1ccccc1)c1ccccc1
→ 89µM*	x	x	x	x	-4%	65%[activator]	-13%	x
O=C(Nc1nnc(-c2cccs2)o1)c1cc(-c2ccccc2)nc2ccccc12
→ u	-1%	1%	-20%	u	-15%	-18%	-19%	u
Cc1ccc(NS(=O)(=O)N2CCOCC2)cc1
→ -2%	18%	-2%	27%	-3%	-2%	-17%	-9%	32%
COc1cc(NC(=O)COC(=O)c2n[nH]c3ccccc23)c(C)cc1[N+](=O)[O-]
→ -6%	31%	-8%	-12%	-25%	9%	17%	4%	-3%
Cc1ccc(N2C(N)=C(C#N)C(c3cc(CN4CCOCC4)cs3)C3=C2CC(C)(C)CC3=O)cc1 (stereo not given)
→ -9%	-18%	-9%	50µM*	-13%	2%	45%[activator]	-1%	0%
Cc1noc(NS(=O)(=O)c2ccc(NC(=O)C(F)(F)F)cc2)c1C
→ 1%	16%	-14%	x	-5%	5%	42%	-16%	-2%
Cc1[nH]nc(N=CC2=C(O)CC(c3ccco3)CC2=O)c1-c1ccc(Cl)cc1 (stereo not given)
→ 0%	-2%	-7%	u	-2%	-3%	-2%	-6%	0%
CC(C)c1ccc(N(CC(=O)NC2CCCCC2)C(=O)CNC(=O)c2ccco2)cc1
→ -3%	-1%	1%	-3%[59 µM]	-18%	4%	74%[activator]	-20%	54%[12.4 µM]
Cc1ccc(C(=O)NCCNS(=O)(=O)c2ccccc2)cn1
→ -15%	18%	-6%	15%	7%	-23%	0%	0%	23%
Cc1ccc(NC(=O)COc2cccc(-n3cnnn3)c2)cc1S(=O)(=O)N1CCOCC1
→ -13%	x	x	21%[12.7 µM]	4%	-7%	-9%	-3%	29%
CCC(=O)N1CCc2cc(Br)cc(S(=O)(=O)CCC(=O)NCC3CCCO3)c21 (stereo not given)
→ -3%	2%	-4%	5%[0.501 µM]	-8%	-4%	10%	-2%	-1%
CC(=O)C1=C(O)C(=O)N(CCCn2ccnc2)C1c1ccc(Cl)cc1 (stereo not given)
→ -5%	2%	1%	-6%[12.7 µM]	u	4%	16%	-18%	1%
Cc1ccccc1NS(=O)(=O)c1ccc(C(=O)NNC(=O)c2ccccc2O)cc1
→ -9%	x	x	14%[59 µM]	-17%	-12%	-17%	-14%	-2%
COC(=O)c1c(-c2cccs2)csc1NC(=O)CN1CCOCC1
→ -17%	-1%	-5%	-3%[12.7 µM]	-6%	-9%	5%	-18%	1%
Cc1ccc(N2C(N)=C(C#N)C(c3ccsc3)C3=C2CC(C)(C)CC3=O)cc1 (stereo not given)
→ -30%	4%	-7%	60%[activator][12.7 µM]	-36%	-7%	-7%	-16%	-4%
CS(=O)(=O)N1CCN=C1SCc1ccccc1
→ 22%	1%	-3%	79%[activator]	6%	-3%	-23%	-14%	84%[activator]
COc1cc(NC(=O)CN2C(=O)CCc3cc(Br)ccc32)cc(OC)c1OC
→ -27%	-23%	-2%	6%[59 µM]	-11%	-2%[60.1 µM]	-7%	-15%	x
Cc1ccccc1C(=O)NC1CCN(CC(=O)NC2CCCCC2)CC1
→ -5%	6%	2%	-2%[59 µM]	11%	-1%	-2%	8%	-11%[12.4 µM]
CCN(CC)CCCNC(=O)Cn1nc(C)n2c(cc3sccc32)c1=O
→ -11%	20%	6%	-3%[59 µM]	1%	3%	0%	1%	x
Cc1ccccc1NC(=O)Cc1nnc(NC(=O)Nc2ccccc2F)s1
→ -18%	3%	-8%	x	-6%	-5%	-1%	5%	14%
N#CC1(NC(=O)Cn2cc(C(F)(F)F)cc(Cl)c2=O)CCCCC1
→ -12%	7%	-1%	-7%	5%	-19%	-3%	1%	-6%
COCc1[nH]c(=S)[nH]c(=O)c1C
→ -23%	43%	-8%	u	-21%	-2%	160%[activator]	1%	1%
COc1ccc(N2CCN(S(=O)(=O)c3ccc4c(c3)N(C(C)=O)CCO4)CC2)cc1
→ -35%	-6%	-3%	u	u	2%	u	-4%	-15%
CCNC(=O)Oc1ccc[nH]c1=O
→ -21%	u	u	18%[2.33 µM]	u	0%	u	-2%	-13%
COc1cc(C(=O)NCc2ccc3[nH]c(C)cc3c2)cc(OC)c1OC
→ -9%	8%	-8%	u	-37%	4%	-2%	-23%	1%
CC(C)(C)C(=O)Nc1cc(NC(=O)C(C)(C)C)cc(C(=O)Nc2c[nH]c(=O)[nH]c2=O)c1
→ -11%	x	x	x	x	-6%	97%[activator]	-7%	x
CCc1cccc(NC(=O)C2CCCN(S(=O)(=O)c3cccnc3)C2)c1 (stereo not given)
→ 7%	49%	-1%	43%	-16%	5%	-9%	1%	43%
O=C(O)CCC(=O)Nc1sc2c(c1C(=O)NCc1ccccc1)CCCC2
→ -12%	12%	-1%	u	-19%	1%	31%[activator]	-23%	45%[activator]
COC(=O)N/N=C\c1ccccc1OC/C=C/c1ccccc1
→ -19%	33%	-6%	-11%	-16%	-1%	-5%	-5%	17%
O=C(CC(=O)Nc1ccc(Cl)cc1)N/N=C\c1cccc(F)c1
→ -11%	34%	-6%	20%	-4%	-5%	82%[activator]	1%	10%
COCCNc1ccc(N2C(=O)C3CCCCC3C2=O)cc1[N+](=O)[O-] (stereo not given)
→ -14%	30%	-1%	u	-3%	-2%	57%[activator]	-3%	1%
Cc1cccc(CNC(=O)c2cnc3sc(N4CCCCC4)nn3c2=O)c1
→ -12%	-3%	-2%	8%[59 µM]	11%	4%	24%	-13%	x
Cc1cc(Nc2ccccc2)nc(NCc2ccccc2)n1
→ -25%	4%	-1%	3%[59 µM]	-13%	-11%	-13%	-16%	0%
CCn1c2ccccc2c2cc(NC(=O)CN(C)CC(=O)Nc3ccc(N4CCOCC4)cc3)ccc21
→ u	41%	-9%	40µM*	28µM*	-5%	24%	-20%	-9%
COc1ccc(OCC(=O)Nc2ccc(C(=O)Nc3ccccc3C(=O)O)cc2)cc1
→ -1%	u	0%	-15%	-22%	3%	-19%	u	37%
CCN1CCC(Nc2ccnc3cc(Cl)ccc23)CC1
→ -6%	11%	63%[activator]	32µM*	-10%	-8%	11%	4%	2%
CC(C)(C)c1ccccc1OCC(=O)Nc1ccccc1C(=O)NCc1cccnc1
→ -27%	-13%	-10%	-15%	-28%	-1%	17%	-13%	64%[activator]
CC1=NNC(=O)C1Cc1ccccc1C (stereo not given)
→ -16%	-18%	-1%	-1%	-14%	-17%	74%[activator]	-2%	33%[activator]
CCCC(=O)N(CCN1CCOCC1)c1nc2cc(C)c(C)cc2s1
→ -28%	16%	-1%	x	-8%	-5%	22%	-11%	-16%
CCOC(=O)c1cnn(-c2nc(OCC)cc(OCC)n2)c1C
→ 2%	3%	-2%	15%[59 µM]	1%	-15%	163%[activator]	-8%	-1%
CC(=O)N/N=C/c1c(C)[nH]n(-c2ccccc2)c1=O
→ 50µM*	-1%	-4%	-3%	79µM*	-9%	71%[activator]	-16%	-1%
O=S(=O)(NCc1cn2ccccc2n1)c1cc(F)ccc1F
→ u	u	4%	-13%[59 µM]	-4%	-17%	2%	-3%	5%
O=C(C1COc2ccccc2O1)N1CCN(S(=O)(=O)c2cc(F)ccc2F)CC1 (stereo not given)
→ -6%	x	x	-7%[59 µM]	2%	-8%	3%	1%	4%
COCCCn1c(C(=O)N2CC(C)OC(C)C2)cc2c(=O)n3ccccc3nc21 (stereo not given)
→ -7%	43%	-3%	x	7%	5%	49%[activator]	-4%	9%
